Screening results deposited in PubChem by Fisher Drug Discovery Resource Center.
mcGAS MS inh – inhibitors of mouse cGAS; Q8C6L5; recombinant mouse cGAS, cGAMP by RapidFire MS; inhibition, % at 12.5 µM; actives 0.18% (n = 130,000); AID 1259397;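 active = inhibition of cGAS enzyme activity at or above 60%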;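 also: enzyme stimulated by 45 bp dsDNA with ATP and GTP substrates; cGAMP share of summed cGAMP plus half ATP and half GTP signals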
Target sequence (Q8C6L5 whole entry, looked up): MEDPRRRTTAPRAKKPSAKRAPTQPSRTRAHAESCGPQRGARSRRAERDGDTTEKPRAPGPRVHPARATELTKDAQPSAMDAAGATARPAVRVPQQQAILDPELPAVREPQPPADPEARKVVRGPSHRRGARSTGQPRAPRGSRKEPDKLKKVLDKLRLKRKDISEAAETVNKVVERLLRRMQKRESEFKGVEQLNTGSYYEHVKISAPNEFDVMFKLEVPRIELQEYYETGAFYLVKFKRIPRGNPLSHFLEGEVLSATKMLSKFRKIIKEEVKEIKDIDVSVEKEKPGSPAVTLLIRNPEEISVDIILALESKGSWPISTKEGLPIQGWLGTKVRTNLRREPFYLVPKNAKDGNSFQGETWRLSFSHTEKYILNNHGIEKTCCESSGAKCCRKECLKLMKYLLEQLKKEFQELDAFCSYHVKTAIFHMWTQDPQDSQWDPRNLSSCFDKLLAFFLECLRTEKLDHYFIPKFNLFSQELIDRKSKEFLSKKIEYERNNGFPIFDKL
Active calls of the source: *; & = joins results of further samples.

SMILES | mcGAS MS inh
O=C(NCCC(=O)N1CCCC(C(F)(F)F)C1)c1ccc(Cl)cc1 (configuration not stated) | -2
CC1Sc2ccc(C#N)cc2N(Cc2cccc(C(F)(F)F)c2)C1=O (configuration not stated) | -1
NCC1COc2ccccc2C1 (configuration not stated) | 0
COCCN1CCCC2(CCN(C(=O)Cn3nc4ccccc4n3)C2)C1=O (configuration not stated) | -15
c1ccc(-c2noc(C3CCN(Cc4cc5n(n4)CCNC5)CC3)n2)cc1 | -14
COC(=O)[C@@H](CCSC)NC(=O)c1c(-n2cnnn2)sc2c1CCC2 | -3
N#Cc1c(N)nc2c(c1-c1ccncc1)CCCC2 | 10
NCCOB(c1ccccc1)c1ccccc1 | -8
CC(C)CCN(C(=O)CSc1nccn1C(C)C)c1c(N)n(Cc2ccccc2)c(=O)[nH]c1=O | -2
COc1ccc(C2SCCN2C(=O)c2cc3ccccc3oc2=O)cc1 (configuration not stated) | -4
O=C(CCCC1CCCCC1)Nc1ccc(-c2cnc[nH]2)cc1 | 1
C=CCN1C(=O)SC(CC(=O)Nc2ccc([N+](=O)[O-])cc2)C1=O (configuration not stated) | -5
S=C1NC2(CCCC2)N=C1c1ccc(Cl)cc1 | -7
CC1(C(=O)NS(C)(=O)=O)CCN1C(=O)c1ccccc1 (configuration not stated) | -4
O=c1[nH]c(CSCc2c(F)cccc2Cl)nc2ccccc12 | -8
CCC(C(=O)NCCN1CCn2cc(OC)c(=O)cc2C1=O)c1ccccc1 (configuration not stated) | -3
Cc1ccc(NC2CCCN(C(=O)CN3CCOc4ccccc4C3)C2)cc1C (configuration not stated) | -8
COc1cccc(OC)c1OCCCSc1nc(C)cc(=O)[nH]1 | -2
Cc1cnc(CNC(=O)c2cccc(C3CCNC3)c2)cn1 (configuration not stated) | -17
Cc1nccn1-c1ccc(NC(=O)C2CCCN(Cc3ccon3)C2)cc1 (configuration not stated) | -7&-6
Cc1cccc2nc(CNc3ccccc3C(=O)NCc3ccccc3)cc(=O)n12 | -1
CCc1ccc(CN2CCC(N3CCCC(C(=O)N4CCCC4)C3)CC2)o1 (configuration not stated) | -5
Cc1nc(CCNC(=O)c2[nH]nc(N)c2-c2ccccc2)sc1C | -7
O=S(=O)(c1ccc(Cl)cc1)N1CCn2c1nc1ccccc12 | 9
Cn1cnnc1Sc1c([N+](=O)[O-])ncn1C | -5

4 records drawn at random from those above:
SMILES | mcGAS MS inh
Cc1ccc(NC2CCCN(C(=O)CN3CCOc4ccccc4C3)C2)cc1C (configuration not stated) | -8
Cc1nc(CCNC(=O)c2[nH]nc(N)c2-c2ccccc2)sc1C | -7
CC1(C(=O)NS(C)(=O)=O)CCN1C(=O)c1ccccc1 (configuration not stated) | -4
c1ccc(-c2noc(C3CCN(Cc4cc5n(n4)CCNC5)CC3)n2)cc1 | -14

Further entries follow.
SMILES | mcGAS MS inh
O=C1CC2(CCN(Cc3ccc(-n4cccn4)cc3)CC2)CN1 | -20
O=C(CC(NCCO)C(=O)O)Nc1ccccc1 (configuration not stated) | -3
CCn1cnnc1CN(C)c1ccc(-c2nc(COc3ccccc3)no2)cn1 | -8
CC(C)c1noc(-c2ccc(N3CCNC(=O)CC3)nc2)n1 | 3
COc1ccc(C(=O)Oc2cc(C(C)C)ccc2C)cc1S(=O)(=O)N1CCOCC1 | -1
O=C(c1cn[nH]n1)N1CCC(Nc2ccccn2)CC1 | 2
O=C(CN1CCOC1=O)N1CCCC(N2CCN(c3cccc(C(F)(F)F)c3)CC2)C1 (configuration not stated) | -4&-3
Cc1nc(CCNC(=O)c2cc3n(n2)CCCNC3)nc2c1CCC2 | -16
COC(=O)c1cc(C(=O)OC)cc(N2C(=O)CSC2c2c(F)cccc2Cl)c1 (configuration not stated) | -11
OCCC1CCCN(CCCCCn2nnc(-c3ccccc3)n2)C1 (configuration not stated) | -9
O=C(NCC1(c2ccccc2)CC1)N1CCC2(CCOC2)C1 (configuration not stated) | -8
CCOC(=O)c1cc(-c2ccccc2)n(CCOC)c1C | -37
CCCCS(=O)(=O)N(C)C(=O)/C=C/c1cccc(Cl)c1 | -4
CC1(C(=O)NC2CCN(Cc3ccccc3)CC2)CCN1Cc1ccc(-c2ccccc2)o1 (configuration not stated) | -9
Cc1noc(C)c1S(=O)(=O)N1CCOC(CC2CCCCC2)C1 (configuration not stated) | -4
O=C1CCNC(=S)N1Cc1ccccc1CN1CCCCC1 | -3
COc1ccc(Cl)cc1CN1C(=O)CON=C1c1ncccc1C | -2
CCC(NCc1ccccc1OCCCN1CCN(C)CC1)c1ccnn1C (configuration not stated) | 4
CCCN(CC1CC1)C(=O)Nc1cccc(NC(=O)OC)c1 | -12
Cc1ccc(CCC2CCN(C(=O)c3cccc4cn[nH]c34)CC2)cc1 | -12
O=C(Nc1ccc2c(c1)OCO2)C1CC1 | 14
COC(=O)c1cc(-c2ccc(OC)cc2)on1 | 0
Cc1ccc(NCC(=O)NNC(=O)c2ccsc2)cc1 | -6
Cn1cc(Cl)c(C(=O)Nc2nccs2)n1 | 11
N#CC(=Cc1cc2c(cc1Br)OCO2)c1ccccn1 | -3

Exported field by field: entries from further up
O=C(CN1CCOC1=O)N1CCCC(N2CCN(c3cccc(C(F)(F)F)c3)CC2)C1 (configuration not stated)
  mcGAS MS inh: -4&-3

Cc1nc(CCNC(=O)c2cc3n(n2)CCCNC3)nc2c1CCC2
  mcGAS MS inh: -16

COC(=O)c1cc(C(=O)OC)cc(N2C(=O)CSC2c2c(F)cccc2Cl)c1 (configuration not stated)
  mcGAS MS inh: -11

OCCC1CCCN(CCCCCn2nnc(-c3ccccc3)n2)C1 (configuration not stated)
  mcGAS MS inh: -9

Additional results:
SMILES | mcGAS MS inh
C=CCOC(=O)C1=C(C)N=C(SCC(=O)Nc2nccs2)C(C#N)C1c1ccc(O)c(OC)c1 (configuration not stated) | -5
CCOC(=O)C1(Cc2cccc(OC)c2)CCCN(S(=O)(=O)Cc2ccccc2)C1 (configuration not stated) | -5
Cn1nnnc1Sc1nc([N+](=O)[O-])nn1C | -33
CC1(NC(=S)Nc2ccc(O)cc2)CCS(=O)(=O)C1 (configuration not stated) | -8
CCC(C)N(Cc1ccccc1F)C(=O)c1cc(NC(C)=O)cc(NC(C)=O)c1 (configuration not stated) | -9
CCn1ccc(C(=O)N2CCCC(CCc3ccccc3C(F)(F)F)C2)n1 (configuration not stated) | 14
O=C(c1ccc(N2CCCC2)cc1)N1CCCC(O)(CO)CC1 (configuration not stated) | -5
O=C(Cc1n[nH]c(=S)n1Cc1ccccc1)Nc1cccc(Br)c1 | -12
O=C1NC(=S)SC1=Cc1ccc(-c2nc3ccccc3s2)o1 | 1
N#CC(=C(O)CSCC(=O)O)c1nc2ccccc2s1 | 36
C=C1C2(C(=O)NCc3ccc(C)cc3)CCC(C2)C1(C)C (configuration not stated) | 0
NC1=NC(=O)/C(=C\c2cccc(Br)c2)S1 | -4
COc1cccc(C2NC(=O)NC(C)=C2C(=O)OCCSC)c1 (configuration not stated) | -3
Cn1cc(CCNC(=O)c2cc3c(s2)CCCCCC3)cn1 | -1
c1csc(C2=Nn3c(nnc3-c3ccc4c(c3)OCO4)SC2)c1 | -9
O=C1CCC2(CCC(=O)NC2=O)C(=O)N1 | -18
CN1CCN(S(=O)(=O)c2ccc(Oc3cc(Cl)c(Cl)cc3Cl)nc2)CC1 | 0
CN(Cc1ccccc1)Cc1nc2c(c(=O)n(C)c(=O)n2C)n1CCN1CCOCC1 | 3
CN(Cc1cnn(C)c1)C(=O)CNC(=O)c1cccc(Br)c1 | -4
CC1(C(=O)NS(=O)(=O)c2ccc(F)cc2F)CCN1C(=O)CCc1ccc(Cl)cc1Cl (configuration not stated) | -6
Cc1nc(COC(=O)c2cccn2C)n[nH]1 | -5
Cc1cc(SCC(=O)NCc2cnn(C)c2)c(C)cc1Br | -10
CN1N=C(c2ccc3c(c2)NC(=O)CO3)CC1c1cccc(C#N)c1 (configuration not stated) | -3&2
COCCC(=O)N1CCCC(Nc2ccc(C(C)C)cc2)C1 (configuration not stated) | -4
CC(C)c1noc(CN(C)c2ccc(-c3nc(C(C)C)no3)cn2)n1 | -11

Next entries.
SMILES | mcGAS MS inh
CC(Oc1ccccc1)C(=O)Nn1cnc2c(cnn2-c2ccc(F)cc2)c1=O (configuration not stated) | -5
CC1CCN(C(=O)CCc2nc(-c3ccc(F)cc3)no2)CC1 | -1
CCCCn1nc(C(=O)N2CCN(C(=O)c3ccco3)CC2)c2ccccc2c1=O | 1
CC1CCCCN1C1CN(c2nccc(CCC(F)(F)F)n2)C1 (configuration not stated) | 4
COc1ccc(CNS(=O)(=O)c2ccc3[nH]cc(C(=O)O)c(=O)c3c2)cc1 | -6
COc1ccc(C(C)Nc2snc(Cl)c2C#N)cc1OC (configuration not stated) | 34
COCc1[nH]n2c(=O)c(Cl)c(C)nc2c1-c1ccc(C)cc1 | -62
CCCCCCCOc1ccc(C2=N/C(=C\C=C\c3ccccc3)C(=O)O2)cc1 | -17
Cc1ccc(C)c(C2=Nn3c(nnc3C3CCCCC3)SC2C)c1 (configuration not stated) | -7
COC(=O)C1=CN(C)C=C(C(=O)OC)C1c1cccs1 | -7
Cc1ccc(-c2c(C)sc3nc(CN4CCOCC4)[nH]c(=O)c23)cc1 | -11
Cc1cnccc1NCCNc1nc(-c2cccnc2)nc2c1cnn2C | -16
CC(=O)N1C(=O)C(C)(C)c2ccccc21 | 1
Cc1cc(CC(C)NC(=O)c2cn(Cc3ccc(F)cc3)nn2)n[nH]1 (configuration not stated) | -8
CC(NS(=O)(=O)c1ccc2[nH]c(=O)ccc2c1)c1cccc(Cl)c1 (configuration not stated) | -31
CC(C)(C)c1[nH]ncc1CNCc1ccccc1-n1ccnc1 | -7
Cc1nc(Cc2nnc(SCC(=O)c3cc(C)n(Cc4ccco4)c3C)o2)cs1 | -7
CCCn1c(C)cc(C(=O)COc2cccc3c2CCC3=O)c1C | -3
COCc1ccc(C(=O)OC2(C3CCOC3)CC2)cc1 (configuration not stated) | -10
C=C(C)CNC(=S)Nc1cccc(N)n1 | -4
COC(=O)c1c(NC(=O)CSc2ncnc3sc4c(c23)CCC4)sc2c1CCC2 | 11
CN(C)c1ccc(S(=O)(=O)N(C)C)cc1NS(=O)(=O)c1ccc2c(c1)OCCO2 | -4
Cc1ncc(C(C)C)c(N2CCN(Cc3c(C)nn(C)c3Cl)CC2)n1 | 3
Cc1ccccc1CN1C(=O)C(C)ON=C1c1ccc(N(C)C)cc1 (configuration not stated) | -4
Cc1cc([N+](=O)[O-])cc(S(=O)(=O)NCCCN2CCC(C)CC2)c1C | 10

Next structures follow:
SMILES | mcGAS MS inh
CC(C)c1nccn1C(C)Cn1cncn1 (configuration not stated) | -27
CCN(Cc1nc(COC)no1)C(=O)c1ccc(F)cc1OC | -42
COC1CCC(N(C)C(=O)c2ccn(-c3ccc(F)cc3)n2)CC1 (configuration not stated) | -5
Cc1ccccc1C(=O)NCC(=O)N1CCN(C(=O)c2ccccc2C(F)(F)F)CC1 | -2
COc1ccc(C(=O)C2CCN(C(=O)c3cc(C(C)=O)cn3C)CC2)cc1 | -4
Cc1ccc(Br)cc1S(=O)(=O)Nc1cccc(S(N)(=O)=O)c1 | -8
N#Cc1ccc(Oc2ccc(Br)cc2F)nc1 | -1
CO[C@H]1CN(c2ncnc3[nH]ccc23)CC[C@H]1N | -4
Cc1ccc(OCC(=O)c2ccc3c(c2)N(CCCC(=O)O)C(=O)CO3)cc1C | 19
CC1=C(C(=O)OCCc2ccccc2)C(c2ccc3c(c2)OCO3)NC(=O)N1C (configuration not stated) | 3
Cc1ccc(C)c(Nc2nc(Nc3ccc(F)cc3)nc3nccnc23)c1 | -3
Cc1noc(C)c1CNS(=O)(=O)c1cnn(C)c1 | 2
O=c1c2cnc3ncnn3c2ccn1-c1ccc(Cl)cc1 | -8
Cc1ccc(Sc2ccc(CN3C[C@H](N(C)C)C[C@H]3CO)o2)cc1 | -7
O=c1[nH]nc(-c2cccs2)o1 | -4
COC(=O)C[C@H](NC(=O)N1CCc2[nH]cnc2C1c1ccccc1OC(F)(F)F)C(=O)OC (some centres not stated) | 1
O=C(Nc1nc2c(ccc3ccccc32)s1)c1ccc(N2C(=O)CCC2=O)cc1 | 0
NC(=N/N=C\c1ccccc1)c1nonc1N | 1
O=C1CSC(=O)N1C/C=C/CN1C(=O)CSC1=O | -25
O=C(NC(Cc1ccccc1)C(=O)N1CCN(CC(=O)N2CCCC2)CC1)c1ccccc1 (configuration not stated) | -2
COc1ccc2cc(CN(C)Cc3cc(=O)n4cc(Br)ccc4n3)ccc2c1 | -13
CCCNS(=O)(=O)c1cccc(C(=O)Nc2cccc(F)c2)c1 | 0
CC1CCCN(c2nc3c(c(=O)[nH]c(=O)n3C)n2CCCc2ccccc2)C1 (configuration not stated) | 1
COc1ccc(OC)c(-c2cc(C(=O)NC(C)C(=O)N3CCOCC3)no2)c1 (configuration not stated) | -9
O=C(NCc1nccn1CCc1ccccc1)N1CCSCC1 | -6

New compounds follow:
SMILES | mcGAS MS inh
CC1(C)CC(CN2CC(c3ccncc3)C2)CCO1 (configuration not stated) | -3
COC(=O)C(c1cccc(C#N)c1)N1CCC(CSC)C1 (configuration not stated) | -7
O=C(O)c1cc(N=Nc2c(O)ccc3ccccc23)cc(C(=O)O)c1 | 16
CCC(O)CN(c1ccccc1)S(=O)(=O)c1c(Cl)nc2ccccn12 (configuration not stated) | 5
O=C(C1CCOCC1)N1CCCC(CCc2cccc(C(F)(F)F)c2)C1 (configuration not stated) | -2
CC(=O)NC1C(=O)CC(C)(C)CC1=O | -8
Cc1ccc(NC(=O)c2ccccc2OCc2cccc(C)c2)nc1 | -5
CCC(C)(C)NC(=O)Cn1nnc(CN(C)C(=O)c2ccccc2)n1 | -15
COC(=O)c1sc(N)c(C(=O)OC)c1COC(=O)C1CC2CCCC(C1)C2=O (configuration not stated) | -9

5 compounds already listed, ordered by number of heavy atoms, falling.
SMILES | mcGAS MS inh
CCCCCCCOc1ccc(C2=N/C(=C\C=C\c3ccccc3)C(=O)O2)cc1 | -17
Cc1ccc(C)c(C2=Nn3c(nnc3C3CCCCC3)SC2C)c1 (configuration not stated) | -7
O=C1CCNC(=S)N1Cc1ccccc1CN1CCCCC1 | -3
COC(=O)C1=CN(C)C=C(C(=O)OC)C1c1cccs1 | -7
CC(=O)NC1C(=O)CC(C)(C)CC1=O | -8

A portion of the library, so the mix of outcomes need not match the whole.
